# Compound activity deposited in PubChem by National Center for Advancing Translational Sciences (NCATS).
# CCT chaperon mod: cytosolic chaperonin activity modulation. purified chaperonin ATPase assay, HTRF ADP detection, 30 min. activity change, % (no concentration beside the values), hits read low. 0.3% of 360,000 active; in the data active means activity change below about -30%; further: on the % scale 0 is the no-effect control and ±100 the full control effect
#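 Enzyme 40 or 20 nM (batch-dependent) in Tris pH 7.4/KCl/MgCl2/DTT; cpd 76 uM single point; ATP 10 uM; 30 min 37 °C; Transcreener ADP HTRF detection, 30 min RT; ratio 665/615.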
# A549 tox: kills or reduces viability of A549 cells in Nrf2 counter-screen; A549 ARE-Fluc cells, CellTiter-Fluor viability, 18-24 h; 0.16% of 390,000 active; Potency, µM (titrated, usually from 46 µM), for the others: at the top dose activity change, negative = cytotoxicity, most hits filed as inhibitors; AID 504648; further: potency means the concentration at half of the fitted maximal effect; on the % scale 0 is the no-effect control and ±100 the full control effect
#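 Cytotoxicity counterscreen: CellTiter-Fluor fluorescence was measured in A549 ARE_Fluc cells after 18-24 h of compound exposure in a concentration series. The subsequent BugLite luminescent read reports ARE-luciferase activity.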
# Nrf2 block: inhibitors of Nrf2 signaling; A549 ARE-Fluc reporter, luciferase luminescence, 18-24 h; Potency, µM (doses to about 46 µM), for the others: at the highest dose activity change, negative = inhibition, actives largely listed as inhibitors; 2.1% of 360,000 active; AID 504444; further: potency means the concentration at half of the fitted maximal effect; on the % scale 0 is the no-effect control and ±100 the full control effect; nearly all actives have a fitted effect of over 60% in size
#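 In this cell-based qHTS, ARE-driven firefly luciferase in A549 cells reports Nrf2 activity; the luminescent signal after BugLite lysis is the measured value, with a prior CellTiter-Fluor read for cell health.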
# HepG2 tox: counter-screen for TGF-b inhibitors: cytotoxicity in HepG2 cells; HepG2 CAGA-GFP viability, ATP luminescence, 18 h; Potency, µM (series often up to 46.1 µM), for the others: top-dose activity change, negative = cytotoxicity, usual class: cytotoxic; 0.76% of 410,000 active; AID 588856; further: potency means the concentration at half of the fitted maximal effect; some results filed as inactive show a strong effect at the top dose
#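 HepG2 CAGA-GFP cells (1000/well, DMEM with 1% FBS) received compound, then TGF-beta at 500 pg/mL final, and were incubated 18 hours at 37 degrees C. Viability was read by CellTiter-Glo luminescence. Media-only wells were set as complete cell-killing and DMSO as no toxicity.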
# Akt phos inh: inhibitors of Akt phosphorylation | Neuro2A IGF-stimulated pAkt S473 HTRF, 20 min; stronger effect = lower value | activity change, % for hits at 50 µM | 0.32% of 360,000 active; in the data active means activity change below about -80%; inconclusive means mostly about -51% to -80%; further: on the % scale 0 is the no-effect control and ±100 the full control effect
#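 Neuro2A cells in DMEM with 0.5% FBS, overnight at 37 deg C, given compound at single 50 µM final, then IGF (6 nM final) for 20 min at 37 deg C. Lysed; phospho-Akt Ser473 by HTRF after 24 h, 665/615 ratio.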
# Nrf2 ARE act: activators of Nrf2 (ARE) signaling; AREc32 ARE-luciferase reporter (MCF7-derived line), luminescence, 24 h; Potency, µM (doses to about 46.1 µM), for inactives: top-dose activation, usual class: activators; 0.31% of 410,000 active; AID 624171; further: potency means the concentration at half of the fitted maximal effect; % of control where 0% means no effect; nearly all actives have a fitted effect of over 65% in size
#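 ARE activation measured as luciferase luminescence (Steady-Glo, 30 min RT) in AREc32_Fluc cells after 24 hr compound exposure at 37 deg C, 5% CO2; cells seeded overnight at 1000/well in OPTI-MEM, 5% FBS.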
# S2 tox: viability counter-screen for ATXN expression inhibitors. S2 cells (HEK-293 line with an ATXN2-luciferase reporter) viability, CellTiter-Fluor protease fluorescence, 24 h. 0.49% of 400,000 active. Potency, µM (highest dose often 56.7 µM), most hits filed as cytotoxic; further: potency means the concentration at half of the fitted maximal effect; nearly all actives have a fitted effect of over 40% in size
# MmCpn inh: inhibitors of Methanococcus maripaludis chaperonin (MmCpn) | purified Mm-Cpn ATPase, ADP Transcreener TR-FRET | Potency, µM (doses to about 76.9 µM), inactives show at the highest dose activity, negative = inhibition, usual class: inhibitors | 0.031% of 330,000 active; further: potency means the concentration at half of the fitted maximal effect; on the % scale 0 is the no-effect control and ±100 the full control effect; nearly all actives have a fitted effect of over 80% in size
#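 ATPase turnover read by TR-FRET ADP competition (Eu cryptate antibody/ADP-d2, 665/590 nm): 10uM ATP final, 25nM Mm-CPN final, 30 min 37degC after 10-min compound preincubation, pH 7.4 Tris/KCl/MgCl2/DTT buffer.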
# TGFb inhibitor: inhibitors of TGF-b signaling; HepG2 CAGA-GFP TGF-b/SMAD3 reporter, GFP fluorescence, 18 h; TGF-beta stimulated, 500 pg/mL final; Potency, µM (doses to about 46.1 µM), for inactives: at the highest dose activity, negative = inhibition, most hits filed as inhibitors; 1.2% of 410,000 active; further: potency means the concentration at half of the fitted maximal effect; on the % scale 0 is the no-effect control and ±100 the full control effect; nearly all actives have a fitted effect of over 65% in size
#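 Smad-responsive CAGA-GFP expression was quantified in HEPG2 cells exposed to compounds and 500 pg/mL final TGF-beta for 18 h at 37 degrees C; unstimulated wells defined full inhibition.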
# * hit, by the source's call; i = inactive; ? = inconclusive; nt = not tested or not shown. Unless noted, the call rests on the fitted dose curve; in most records, active means well fitted curve in the direction sought with a large enough effect; inconclusive means small, poorly fitted or top-dose-only effect, or another doubt; inactive means no such curve, though single readings can be large; an effect the other way counts as inactive or inconclusive.
molecule,CCT chaperon mod,A549 tox,Nrf2 block,HepG2 tox,Akt phos inh,Nrf2 ARE act,S2 tox,MmCpn inh,TGFb inhibitor
Cc1cc(C(=O)N2CCCC(N3CCN(Cc4ccc5c(c4)OCO5)CC3)C2)n[nH]1 (centres undefined),-1.5,-2%,11%,-4%,i,-1.0%,i,2%,-6%
COc1cc(/C=C2\C(=N)N3N=C(S(C)(=O)=O)SC3=NC2=O)ccc1OCCOc1ccc(C)cc1,-2.5,-2%,0%,-2%,i,0.7%,i,0%,14%
Cc1ccccc1-c1nnn(CC(=O)Nc2ccc3c(c2)OCO3)n1,-1.2,-5%,8%,-5%,i,0.4%,nt,1%,-2%
O=C(C1CC1)N1CCc2cc(Br)cc(S(=O)(=O)NCc3ccco3)c21,-1.1,13%,-22%,-17%,?,2.2%,i,-1%,2%
CC1CCN(C(=O)c2ccc(N3C(=O)C4CCC(C)CC4C3=O)cc2)CC1 (centres undefined),1.6,-2%,-2%,-5%,i,0.4%,i,2%,-26%
O=c1[nH]c(CN2CCN(S(=O)(=O)/C=C/c3ccccc3)CC2)nc2ccccc12,0.5,-4%,?,-16%,i,-0.6%,i,1%,-12%
COc1cccc(N(CC(=O)N2CCN(C)CC2)S(=O)(=O)c2ccccc2)c1,-4.6,4%,4%,-8%,i,-0.6%,i,1%,8%
CCn1c(SCC(=O)N2CCCc3ccccc32)nnc1-c1ccoc1C,-1.2,-1%,-17%,-3%,i,-0.7%,i,0%,3%
O=C(O)CCNS(=O)(=O)c1ccccc1,1.0,10%,nt,4%,i,-0.8%,i,2%,12%
Cc1oc2ccc(OS(C)(=O)=O)cc2c1C(=O)OC(C)C,-1.9,3%,-4%,-21%,i,0.7%,i,1%,-13%
COc1ccc(NS(=O)(=O)c2cccc(C(=O)NNC(=O)CNC(=O)c3ccc(C)cc3)c2)cc1,-0.5,-6%,3%,5%,i,-0.5%,i,0%,9%
Cc1c(Cl)cccc1NC(=O)CSc1nc(=O)n(Cc2cccnc2)c2c1CCC2,nt,1%,nt,-8%,nt,2.8%,i,nt,-5%
CC(=O)c1c(C)[nH]c(C(=O)C(C)Sc2nnc(NC3CC3)s2)c1C (centres undefined),-2.3,-9%,16µM*,-12%,i,2.7%,i,-4%,1%
CC(=O)c1cccc(NC(=O)Cc2ccc(NC(=O)N3CCCCc4ccccc43)cc2)c1,nt,-9%,8%,-13%,nt,11%,?,nt,-25%
CCOC(=O)C1(Cc2ccccc2C)CCCN(C(=O)c2ccoc2)C1 (centres undefined),-1.7,4%,?,11%,i,6.2%,i,-2%,2%
COc1ccc(CN2C(=O)c3ccccc3C2C(=O)NC2CCCC(C)C2C)c(OC)c1 (centres undefined),1.5,-4%,4%,-6%,i,-0.3%,i,-1%,?
COc1ccc(N2C(=O)CSC2c2ccc(F)c(F)c2)cc1 (centres undefined),1.5,-1%,-3%,-7%,i,-0.8%,?,-2%,8%
COc1ccc(C(CCNCc2ccc(OC)c(OC)c2)c2ccc(F)cc2)cc1 (centres undefined),-1.5,1%,-15%,-24%,i,3.2%,i,3%,0%
Cc1ccc(-c2nnc(N3CCN(C(=O)CN4CCOCC4)CC3)c3ccccc23)cc1,-1.6,-9%,13%,2%,i,0.0%,i,-1%,-4%
Cc1ccc(S(=O)(=O)N2CCN(C(=O)CN3CCOCC3)C2)cc1,0.7,-2%,1%,1%,i,0.7%,i,-1%,-12%
CC(NC(=O)COc1ccc(-c2ccccc2)cc1)C1CCCO1 (centres undefined),0.7,12%,-23%,-35%,i,0.6%,i,2%,-26%
Cc1ccc(NC(=O)c2sc(-n3nc(C)c(Cc4ccc(Cl)cc4)c3C)nc2C)cc1,nt,-1%,1%,7%,nt,-0.9%,nt,nt,20%
NC(=O)COn1c(SCC(N)=O)nc2ccccc2c1=O,1.2,0%,0%,-21%,i,0.2%,i,0%,-3%
Cc1ccccc1S(=O)(=O)Cc1ccc(C(=O)N2CCN(c3ncccn3)CC2)o1,-0.8,0%,-6%,6%,i,-0.1%,?,0%,14%
C/C(CC(=O)Nc1ccc([N+](=O)[O-])cc1)=N\NC(=O)c1ccccc1O,-1.0,-5%,6%,-20%,i,1.1%,i,-1%,?
O=C1c2ccccc2-c2nnc(-c3ccc(O)cc3)cc21,-1.5,0%,?,2%,i,-0.1%,i,-2%,-3%
O=C(O)Cn1cc(/C=N/Nc2ccc([N+](=O)[O-])cn2)c2ccccc21,-3.8,?,16%,-17%,i,23%,?,-7%,1%
CCc1ccc(-c2cc(C)no2)cc1S(=O)(=O)N1CCN(C(=O)c2ccco2)CC1,2.3,9%,9%,-6%,i,1.9%,i,0%,10%
COc1ccc2nc(NC(=O)c3ccco3)sc2c1,0.1,-4%,?,-44%,i,17%,i,-3%,-11%
CC(C)C(=O)Nc1c2c(nc3ccccc13)N(C)CC2,-0.3,nt,-12%,4%,i,0.2%,i,-19%,-20%
CCC(C)Sc1cccc(-c2nc3ccc(Cl)cn3c2NCc2ccccc2)c1 (centres undefined),-4.2,?,?,-7%,i,3.4%,i,-3%,?
O=C(Nc1cnn(Cc2ccc(F)cc2)c1)c1cc2nc(-c3ccco3)cc(C(F)(F)F)n2n1,-2.6,-6%,-23%,8%,i,0.4%,i,1%,6%
Cc1ccc2cc(C#N)c(SCC(=O)N3CCCc4ccccc43)nc2c1C,-3.3,1%,7%,-26%,i,0.2%,i,0%,-2%
S=C(NC1CCCCC1)N1CCCCC1,-2.7,-8%,-6%,20%,i,-0.6%,i,2%,9%
CC#CCN(Cc1ccco1)C(=O)C1CCC(=O)N(Cc2ccccc2F)C1 (centres undefined),-5.1,1%,?,-20%,i,2.0%,i,1%,1%
CCOC(=O)C1=C(O)/C(=C/c2cc(OC)c(OC)c(OC)c2)SC1=Nc1ccc(OC)cc1,1.1,-6%,?,0%,i,4.1%,i,-6%,-3%
NC1=NC(=Nc2cccc(S(=O)(=O)N3CCOCC3)c2)c2ccccc21,-2.3,-8%,-18%,-3%,i,3.2%,?,-1%,?
CCCCSc1nnc2c(n1)OC(C)N(C(C)=O)c1ccccc1-2 (centres undefined),nt,-15%,12%,2%,nt,0.9%,i,nt,-6%
N/C(=N\OC(=O)/C=C/c1ccccc1)c1ccncc1,0.1,8%,?,-16%,i,26%,i,-1%,-2%
OC(COC(c1ccccc1)c1ccccc1)CN1CCOCC1 (centres undefined),0.4,0%,-5%,-11%,i,-0.1%,i,2%,-3%
COc1ccc(C2c3c(C)nn(-c4ccccc4)c3NC(=O)N2c2ccccc2)cc1 (centres undefined),0.8,8%,-6%,5%,i,-0.5%,i,-1%,3%
CCN1CCN(S(=O)(=O)c2ccc(Cl)c(C(=O)NCc3ccco3)c2)CC1,-2.0,-2%,3%,1%,i,-0.6%,i,0%,6%
COc1ccc(CCNS(=O)(=O)c2cnc(Cl)c(Br)c2)cc1OC,0.7,-1%,-2%,0%,i,?,i,2%,-13%
O=C(O)c1ccc(/C=C2\SC(=S)N(NC(=O)c3ccccc3[N+](=O)[O-])C2=O)cc1,-1.0,-14%,6%,-5%,i,0.2%,i,-4%,1%
CCCCOC(=O)c1ccc(NC(=O)C(=O)NCc2ccco2)cc1,-0.5,3%,?,-20%,i,-0.1%,i,1%,0%
CN(/C=C1/C(=O)CNC1=O)CCO,1.7,-3%,-15%,4%,i,-0.6%,i,1%,11%
Cc1cc(N2CCCCC2)nc(-c2ccc(Br)cc2)n1,1.5,3%,13%,-5%,i,4.5%,?,1%,14%
CCCP(=O)(CC(=O)O)c1ccccc1 (centres undefined),-0.4,2%,nt,-14%,i,-0.5%,i,0%,-3%
C=CCn1c(COc2cccc3cccnc23)nnc1SCC(=O)OC,-15,3%,3%,3%,i,-0.2%,i,0%,-7%
O=C(Cn1c(CC(=O)N2CCOCC2)nc2ccccc21)Nc1ccc2c(c1)OC(F)(F)O2,-0.9,-11%,-20%,-4%,i,0.3%,i,4%,0%
N#Cc1c(NCc2ccccc2)ccnc1NCc1cccnc1,0.6,-14%,6.5µM*,-20%,i,0.4%,i,4%,-13%
O=[N+]([O-])c1ccc(Cl)c(/C=N/N2CCN(Cc3ccccc3)CC2)c1,-1.6,-6%,3%,-2%,nt,-0.3%,nt,-4%,0%
COc1cc(-c2[nH]nc3c2C(c2ccoc2)C(C#N)=C(N)O3)cc(OC)c1OC (centres undefined),-1.1,-6%,-2%,-2%,i,15%,i,-4%,0%
CCC1CCCCN1C(=O)COc1ccc(F)cc1 (centres undefined),-1.6,1%,6%,-6%,i,-0.1%,i,4%,1%
Cc1nc(C)c(-c2csc(Nc3ccccn3)n2)s1,0.9,-7%,?,-39%,i,11%,?,-1%,?

# A draw from above in order of formula weight, smallest number first:
molecule,CCT chaperon mod,A549 tox,Nrf2 block,HepG2 tox,Akt phos inh,Nrf2 ARE act,S2 tox,MmCpn inh,TGFb inhibitor
CCC1CCCCN1C(=O)COc1ccc(F)cc1 (centres undefined),-1.6,1%,6%,-6%,i,-0.1%,i,4%,1%
Cc1nc(C)c(-c2csc(Nc3ccccn3)n2)s1,0.9,-7%,?,-39%,i,11%,?,-1%,?
N#Cc1c(NCc2ccccc2)ccnc1NCc1cccnc1,0.6,-14%,6.5µM*,-20%,i,0.4%,i,4%,-13%
O=C(Cn1c(CC(=O)N2CCOCC2)nc2ccccc21)Nc1ccc2c(c1)OC(F)(F)O2,-0.9,-11%,-20%,-4%,i,0.3%,i,4%,0%
